# From PubChem
# GC-B act: human GC-B receptor activators, primary screen, HEK293 GC-B cells, cGMP TR-FRET, EC30 CNP | activation, % at 10 µM | Atrial natriuretic peptide receptor 2 (Homo sapiens), P20594 | AID 1920062, 2024 | 0% at EC30 CNP, 100% saturating CNP | actives 0.11% (n = 370,000);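 active = activation at 10 µM reaching about 35% in either raw or pattern-adjusted values, limit read from the data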
# PG9 Ab binder: binders of HIV-1 gp120 antibody PG9, primary screen, biochemical, TR-FRET | HIV-1 gp120 / PG9 antibody interaction | TR-FRET gp120-PG9 antibody binding | inhibition, % at 6.7 µM | actives 0.43% (n = 360,000); in the data active = inhibition above about 8.5%
# SMARCA2 act: SMARCA2 (BRM) function activators, primary screen, cell-based, luminescence, high throughput; activation, % at 9.1 µM; AID 652017, 2013; actives 1% (n = 370,000); MG213 cells, MMTV-luciferase reporter, dexamethasone, overnight; in the data active = activation above about 7.8%;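 also: 0% = vehicle wells and 100% = reference activator wells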
# HTRA1 inhibitor: HTRA1 serine protease inhibitors, primary screen, biochemical, fluorescence polarization, HTS. Q92743. recombinant HTRA1, FP-rhodamine activity-based probe. inhibition, % at 5.96 µM. actives 0.5% (n = 340,000). AID 504803, 2011; in the data active = inhibition above about 36%;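 also: 0% = enzyme with DMSO and 100% = wells lacking enzyme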
# Target sequence (Q92743 whole entry, looked up): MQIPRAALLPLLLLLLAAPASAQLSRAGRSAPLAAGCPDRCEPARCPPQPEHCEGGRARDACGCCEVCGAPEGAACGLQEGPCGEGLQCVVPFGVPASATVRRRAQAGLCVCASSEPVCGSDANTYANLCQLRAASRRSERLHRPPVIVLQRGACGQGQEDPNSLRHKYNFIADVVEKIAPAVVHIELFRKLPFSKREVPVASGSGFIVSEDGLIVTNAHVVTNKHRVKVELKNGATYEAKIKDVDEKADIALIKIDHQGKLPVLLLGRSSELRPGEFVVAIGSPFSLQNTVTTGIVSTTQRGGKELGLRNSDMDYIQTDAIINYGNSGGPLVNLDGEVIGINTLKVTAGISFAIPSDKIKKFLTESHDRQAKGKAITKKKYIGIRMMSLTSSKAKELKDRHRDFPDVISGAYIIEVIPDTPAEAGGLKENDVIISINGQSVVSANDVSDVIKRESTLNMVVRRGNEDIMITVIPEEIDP
# Rev-erbA mod: modulators of Rev-erb alpha DNA binding, primary screen, biochemical, FITC-DNA, fluorescence polarization, uHTS; actives 0.79% (n = 370,000); activity, % at 10 µM; Nuclear receptor subfamily 1 group D member 1 (Homo sapiens), P20393; Rev-erbα–FITC-DNA binding, 90 min;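 active = activity above about 14%, limit read from the data; passing the limit was not always enough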;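 also: 0% = DMSO wells with 35 nM protein and 100% = DMSO wells with 750 nM protein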
# GC-A act: GC-A stimulated cGMP production enhancers – HEK293 GC-A cells, cGMP TR-FRET, EC30 ANP, primary screen; actives 0.14% (n = 370,000); 0% at EC30 ANP, 100% saturating ANP; activation, % at 10 µM; Atrial natriuretic peptide receptor 1 (Homo sapiens), P16066; in the data active = activation above about 40%
# rCAG binder: binders of r(CAG) RNA repeats, primary screen, biochemical, fluorescence | r(CAG) RNA repeat, TO-PRO-1 dye displacement fluorescence | inhibition, % at 3 µM | actives 1.3% (n = 370,000);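 active = inhibition above the plate cutoff, the mean of all test compounds on that plate plus 3 SD, cut at about 35% in these data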;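 also: 0% = DMSO alone and 100% = 100 µM mitoxantrone as full dye displacement; higher means more dye released from RNA so lower well fluorescence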
# ARFGAP1 inh: inhibitors of rat ARFGAP1 GAP activity, primary screen, biochemical, fluorescence polarization, GDP tracer; Arfgap1-stimulated ARF1 GTP hydrolysis, GDP FP detection; inhibition, % at 16.5 µM; actives 0.26% (n = 360,000);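 active = inhibition above a per-plate limit, mean inhibition of low control wells plus 3 SD, cut at about 25% in these data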;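 also: 0% = DMSO wells with enzyme and 100% = wells lacking Arfgap1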
# Target sequence (Q62848 1-136 limits assumed): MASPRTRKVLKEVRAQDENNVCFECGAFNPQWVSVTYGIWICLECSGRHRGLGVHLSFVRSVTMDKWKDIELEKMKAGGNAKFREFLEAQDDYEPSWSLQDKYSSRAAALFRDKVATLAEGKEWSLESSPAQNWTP
#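 Repeats: one replicate per compound; assay system: rat Arfgap1 catalytic domain, aa 1-136; times: enzyme reaction 120 min at 25 °C after 20 min preincubation; detection: FP of antibody-bound GDP Alexa 633 tracer, ex 620/em 688 nm; benchmarks: high control wells lacking Arfgap1, low control full reaction with DMSO; reagent: human ARF1(Δ1-17)-GTP substrate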
# ASAP1 GAP inh: inhibitors of human ASAP1 ArfGAP activity, primary screen, biochemical, fluorescence polarization | Arf-GAP with SH3 domain, ANK repeat and PH domain-containing protein 1 (Homo sapiens), … | actives 0.19% (n = 360,000) | ASAP1-stimulated ARF1 GTP hydrolysis, GDP FP detection | inhibition, % at 16.5 µM; in the data active = inhibition above about 25%;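 also: 0% = vehicle with enzyme and substrate and 100% = no enzyme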
# Target sequence (Q9ULH1 325-724 limits assumed): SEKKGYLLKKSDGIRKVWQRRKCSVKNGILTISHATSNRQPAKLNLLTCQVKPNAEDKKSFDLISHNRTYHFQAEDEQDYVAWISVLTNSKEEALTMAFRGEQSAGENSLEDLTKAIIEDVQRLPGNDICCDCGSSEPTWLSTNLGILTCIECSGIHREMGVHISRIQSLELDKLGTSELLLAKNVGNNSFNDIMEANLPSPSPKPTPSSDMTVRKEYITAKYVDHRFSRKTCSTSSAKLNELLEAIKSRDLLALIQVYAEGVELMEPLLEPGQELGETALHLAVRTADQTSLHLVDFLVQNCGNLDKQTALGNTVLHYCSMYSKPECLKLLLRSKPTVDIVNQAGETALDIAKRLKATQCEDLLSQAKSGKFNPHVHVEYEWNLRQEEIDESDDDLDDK
# mABHD4 FP: ABHD4 inhibitors, primary screen, biochemical, fluorescence polarization, mouse; AID 720543, 2013; inhibition, % at 8.92 µM; purified mABHD4, FP-Rh probe fluorescence polarization; actives 0.54% (n = 370,000);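 active = inhibition exceeding the mean over every tested compound plus 3 SD, cut at about 30% in these data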;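 also: 0% = plate median of compound wells and 100% = S159A mutant with DMSO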
#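 Assay system: mABHD4 protein; medium: HEPES pH 7.0, NaCl, Pluronic buffer; dosing: 8.92 µM, single dose; schedule: 45 min + 60 min at 25 °C; signal: FP readout, ex 525 nm / em 598 nm; read-out: normalized percent inhibition of probe labeling; repeats: single replicate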
# An asterisk follows results filed as active; x = no result given.
1. CCOC(=O)c1c(Cc2cccc(Cl)c2)c[nH]c1C
2. CCOCc1c(C(=O)OCC(=O)Nc2ccc(C)c(S(=O)(=O)N(C)C)c2)oc2ccccc12
3. CCN(CC)c1nc2n(c(=O)n1)CCO2
4. COCCCn1c(Cc2csc(Nc3cccc(Cl)c3)n2)nnc1SCC(=O)OC
5. Cc1cccc(-c2nc(NCCCN(C)C)c3ccccc3n2)c1
6. Cc1ccc(N(CC(=O)Nc2ccc3c(c2)OCCO3)S(=O)(=O)c2c(C)noc2C)cc1
7. COc1cc(CC(=O)OCC(=O)N2CCCCC2C)cc(OC)c1OC (stereo unspecified)
8. Cc1nn(C)c(C)c1S(=O)(=O)N1CCC(CO)(CC2CCCCO2)CC1 (stereo unspecified)

compound no.,1,2,3,4,5,6,7,8
SMARCA2 act,0,-2,-1,-4,-1,-3,-3,3
rCAG binder,-1,8,1,3,-2,0,-4,-6
GC-A act,-2,5,2,-3,-4,-4,-2,0
GC-B act,-4,1,-5,0,-2,-3,-2,3
Rev-erbA mod,0,1,-3,1,1,2,-5,-1
mABHD4 FP,5,-16,2,10,-3,-3,-5,0
HTRA1 inhibitor,-7,-34,0,1,-7,-7,8,-2
PG9 Ab binder,-0.8,-0.2,-1.4,-3.1,2.1,-2.0,2.0,-0.7
ASAP1 GAP inh,-3,10,-5,2,-10,13,16,14
ARFGAP1 inh,11,11,-6,-6,24,19,-1,2

9. COc1ccc(CC(=S)N2CCOCC2)cc1OC
10. CCN(CC)C(=O)Cn1cc(C(=O)C(=O)NCCc2c[nH]c3ccccc23)c2ccccc21
11. Cc1cc(=O)[nH]c(SCC(=O)NCc2ccc3c(c2)OCO3)n1
12. Cc1cc(=O)[nH]c(SCC(=O)NCCOc2ccccc2)n1
13. O=C(Nc1nnc(C2=COCCO2)o1)c1cccc([N+](=O)[O-])c1
14. CCCCCCCCOC(=O)CCn1[nH]c(=O)c2ccccc2c1=O
15. O=C(NCc1ccccc1)N1CCN(c2ccc(Cl)c(Cl)c2)CC1
16. O=C(c1cnn2c(C(F)F)cc(-c3ccccc3)nc12)N1CCc2ccccc21

compound no.,9,10,11,12,13,14,15,16
SMARCA2 act,-4,-1,-1,-1,-1,-5,-1,1
rCAG binder,-3,2,0,1,2,7,-3,0
GC-A act,5,-2,4,0,3,-1,-3,-8
GC-B act,-3,-3,-2,-4,-8,-2,1,-5
Rev-erbA mod,-2,1,-1,-3,2,0,-1,18
mABHD4 FP,-4,-7,3,2,3,-4,-4,0
HTRA1 inhibitor,2,0,-6,7,5,2,-1,2
PG9 Ab binder,0.4,0.3,0.7,-2.1,0.2,-0.1,0.3,-2.2
ASAP1 GAP inh,1,-7,-10,0,-3,3,0,-8
ARFGAP1 inh,-8,2,5,20,0,-10,13,9

17. Nc1ncnc2c1ncn2[C@@H]1O[C@H](CNCc2ccc(OCC(=O)Nc3ccccn3)cc2)[C@@H](O)[C@H]1O
18. COc1ccc2nc(NC(=O)CSc3nc4ccccc4o3)sc2c1
19. CC(C)C[C@H]1COc2ccc(Cl)cc2S(=O)(=O)N1
20. Cc1cccc(NC(=O)CSCC(=O)N2CCN(c3cccc(C(F)(F)F)c3)CC2)c1
21. CCOC(=O)c1c(S(=O)(=O)NCC2CCN(Cc3cccc(F)c3)CC2)c(C)n(C)c1C
22. CCOC(=O)NN1C(=O)c2ccccc2NC1c1ccc(OC)cc1 (stereo unspecified)
23. COc1cc(OC)c(C(=O)OCC(=O)N2CC(=O)Nc3ccccc32)cc1OC
24. COc1ccc(C(=O)NNC(=O)Nc2ccc(C)cc2)cc1

compound no.,17,18,19,20,21,22,23,24
SMARCA2 act,-5,-2,-2,-3,-4,-2,-3,1
rCAG binder,-1,5,4,-2,-3,-3,-3,0
GC-A act,4,-11,1,-3,5,2,-1,2
GC-B act,1,-1,9,-2,8,-2,2,0
Rev-erbA mod,4,18,-4,10,3,3,-1,2
mABHD4 FP,-4,4,-4,-9,-8,-10,-4,2
HTRA1 inhibitor,4,2,x,-19,1,4,3,-2
PG9 Ab binder,0.0,21*,-1.9,0.2,0.2,-0.2,-0.6,-0.5
ASAP1 GAP inh,6,2,-11,1,-1,16,6,-9
ARFGAP1 inh,-7,3,5,-8,0,-4,-10,6

# Entries listed so far that bear a hit mark in PG9 Ab binder:
no.	Compound	SMARCA2 act	GC-A act	GC-B act	Rev-erbA mod	HTRA1 inhibitor	PG9 Ab binder	ASAP1 GAP inh	ARFGAP1 inh
18	COc1ccc2nc(NC(=O)CSc3nc4ccccc4o3)sc2c1	-2	-11	-1	18	2	21*	2	3

# The main list resumes with the 2 entries that preceded the break.
23. COc1cc(OC)c(C(=O)OCC(=O)N2CC(=O)Nc3ccccc32)cc1OC
24. COc1ccc(C(=O)NNC(=O)Nc2ccc(C)cc2)cc1
25. CC1CCCN(C(=O)C(Cc2ccccc2)n2cccc2)C1 (stereo unspecified)
26. Clc1ccc(OCCCN2CCc3ccccc3C2)c(Br)c1
27. O=C(CSc1ccccc1Cl)NC1CCCc2ccccc21 (stereo unspecified)
28. N#CCC[C@@H]1CC[C@]2(CCCN(C(=O)c3ccc4ccccc4n3)C2)O1
29. COc1ccccc1NC(=O)Nc1ccc2[nH]c(=O)[nH]c2c1
30. COc1ccc(C(=O)Nc2nc3ccc(S(C)(=O)=O)cc3s2)cc1OC
31. Cc1cccc(CC(=O)Nc2ccc(C(=O)N3CCOCC3)cc2)c1
32. Cc1cc(C(F)(F)F)nn1CC(=O)N1CCCC1

compound no.,23,24,25,26,27,28,29,30,31,32
SMARCA2 act,-3,1,0,0,-1,0,0,-5,0,0
rCAG binder,-3,0,0,-7,1,0,1,3,-4,3
GC-A act,-1,2,0,-3,0,-1,0,-2,-1,-2
GC-B act,2,0,3,7,1,-3,2,1,-4,0
Rev-erbA mod,-1,2,-2,-1,3,4,-1,30*,-6,3
mABHD4 FP,-4,2,5,14,-1,2,4,-1,-3,-2
HTRA1 inhibitor,3,-2,-5,-14,-8,x,-5,-3,5,0
PG9 Ab binder,-0.6,-0.5,1.6,-1.4,-1.2,x,-5.4,22*,-1.9,-0.5
ASAP1 GAP inh,6,-9,-4,4,-15,x,1,-3,3,3
ARFGAP1 inh,-10,6,2,14,-6,x,-4,6,-2,3

33. CC(C)(C)[C@@H]1C=C(C(=O)N2CCN(Cc3ccccc3)CC2)O[C@H](OCCCCO)C1
34. COc1ccc(NC(=O)c2ccc3c(=O)n(Cc4ccco4)c(=S)[nH]c3c2)c(OC)c1
35. NC(=O)c1ccc2nc(NC(=O)c3ccc(N)cc3)sc2c1
36. CCOc1ccc(S(=O)(=O)N2c3ccccc3CC2C)cc1 (stereo unspecified)
37. O=C(COc1nsnc1N1CCOCC1)Nc1cccc(Cl)c1
38. CCCC(=O)Nc1cccc(NC(=O)CN2CCN(c3ccccc3OC)CC2)c1
39. CCOc1ccc(NC(=O)CSc2nc3ccccc3nc2N2CCOCC2)cc1
40. CC(=O)Nc1ccc(S(=O)(=O)NCC(=O)OCC(=O)NC(=O)C2CCCCC2)cc1

compound no.,33,34,35,36,37,38,39,40
SMARCA2 act,0,-8,7,-2,-1,1,-2,2
rCAG binder,-6,13,-1,-4,1,4,2,2
GC-A act,8,1,-15,-8,0,4,0,-4
GC-B act,1,4,-11,-6,-1,-7,-6,1
Rev-erbA mod,-2,1,0,-1,-3,1,2,9
mABHD4 FP,5,-2,-5,4,-1,-2,2,2
HTRA1 inhibitor,1,-1,x,-18,-3,-1,-6,-5
PG9 Ab binder,-0.4,0.8,-0.2,0.0,0.4,-0.4,-4.0,3.6
ASAP1 GAP inh,-5,-11,1,-2,11,6,5,4
ARFGAP1 inh,-3,-12,6,-4,6,-10,18,3

# Arranged by value in Rev-erbA mod (high to low): some entries from above.
nr | Compound | SMARCA2 act | GC-A act | GC-B act | Rev-erbA mod | HTRA1 inhibitor | PG9 Ab binder | ASAP1 GAP inh | ARFGAP1 inh
39 | CCOc1ccc(NC(=O)CSc2nc3ccccc3nc2N2CCOCC2)cc1 | -2 | 0 | -6 | 2 | -6 | -4.0 | 5 | 18
38 | CCCC(=O)Nc1cccc(NC(=O)CN2CCN(c3ccccc3OC)CC2)c1 | 1 | 4 | -7 | 1 | -1 | -0.4 | 6 | -10
37 | O=C(COc1nsnc1N1CCOCC1)Nc1cccc(Cl)c1 | -1 | 0 | -1 | -3 | -3 | 0.4 | 11 | 6

# Continuation.
41. CN1CCN(c2ccc(NC(=O)N3CCc4ccccc43)cc2)CC1
42. O=c1c2c3c(sc2n2cnnc2n1CCc1ccccc1)CCCC3
43. CCN(Cc1ccncc1)C(=O)c1ccc(Br)o1
44. COc1ccc2oc(-c3ccc(NC(=O)c4ccc(N5CCOCC5)c([N+](=O)[O-])c4)cc3)nc2c1
45. Cc1cc(C)n(/N=C/c2cccc([N+](=O)[O-])c2)c(=O)c1
46. CC1CCN(C(=O)c2ccc3c(c2)OCO3)CC1
47. O=C(CSc1nnc(C2COc3ccccc3O2)o1)NC1CCCCC1 (stereo unspecified)
48. COc1cc(/C=N/OCC(=O)NC23CC4CC(CC(C4)C2)C3)ccc1OCc1ccccc1

compound no.,41,42,43,44,45,46,47,48
SMARCA2 act,-5,-3,0,-3,1,-2,0,-3
rCAG binder,-4,-1,-1,0,1,-1,1,3
GC-A act,-7,5,1,2,2,6,-4,0
GC-B act,-5,-3,5,2,-2,-2,-3,2
Rev-erbA mod,2,-1,-1,-31,6,-1,3,5
mABHD4 FP,9,0,-5,0,3,3,9,-8
HTRA1 inhibitor,6,-1,2,-1,8,3,2,-39
PG9 Ab binder,-3.1,2.3,-3.1,-0.9,-2.6,-0.5,-2.3,-0.2
ASAP1 GAP inh,-1,3,1,-5,-9,-2,5,-16
ARFGAP1 inh,6,-4,-5,-8,-13,3,-5,3

49. Cc1cccc(NC(=O)c2cccc(N3C(=O)C4C5CCC(C5)C4C3=O)c2)c1C (stereo unspecified)
50. CCc1nnc(NS(=O)(=O)c2ccc(NC(=S)NC(=O)/C=C/c3ccccc3)cc2)s1
51. COc1ccccc1NS(=O)(=O)c1ccc(C)c(C(=O)NCC2(N(C)C)CCCCC2)c1
52. O=C(Cc1ccccc1[N+](=O)[O-])N/N=C/c1cccnc1
53. COc1ccc2oc(=Nc3ccccc3)c(-c3nc4ccccc4[nH]3)cc2c1

compound no.,49,50,51,52,53
SMARCA2 act,-1,-1,0,1,11*
rCAG binder,-4,87*,4,-1,2
GC-A act,-1,-7,-1,1,4
GC-B act,7,-1,-1,2,0
Rev-erbA mod,-1,-4,1,-6,0
mABHD4 FP,1,-74,0,4,2
HTRA1 inhibitor,-6,-67,1,-1,-1
PG9 Ab binder,-1.1,0.4,0.5,-1.7,-1.6
ASAP1 GAP inh,-8,-9,0,-1,-4
ARFGAP1 inh,3,-5,7,-7,11
